RECQ1 inh: inhibitors of human RECQ1 DNA helicase. P46063. RECQ1 DNA unwinding, red fluorescence kinetic read. Potency, µM (highest dose often 57.3 µM), inactives show at the top dose activity, negative = inhibition, most hits filed as inhibitors. 240,000 compounds, 0.54% hits. AID 2549;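 note: plate controls were vehicle for no effect and no enzyme for full effect; nearly all actives have a fitted effect of over 30% in size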
Target sequence (P46063 whole entry, looked up): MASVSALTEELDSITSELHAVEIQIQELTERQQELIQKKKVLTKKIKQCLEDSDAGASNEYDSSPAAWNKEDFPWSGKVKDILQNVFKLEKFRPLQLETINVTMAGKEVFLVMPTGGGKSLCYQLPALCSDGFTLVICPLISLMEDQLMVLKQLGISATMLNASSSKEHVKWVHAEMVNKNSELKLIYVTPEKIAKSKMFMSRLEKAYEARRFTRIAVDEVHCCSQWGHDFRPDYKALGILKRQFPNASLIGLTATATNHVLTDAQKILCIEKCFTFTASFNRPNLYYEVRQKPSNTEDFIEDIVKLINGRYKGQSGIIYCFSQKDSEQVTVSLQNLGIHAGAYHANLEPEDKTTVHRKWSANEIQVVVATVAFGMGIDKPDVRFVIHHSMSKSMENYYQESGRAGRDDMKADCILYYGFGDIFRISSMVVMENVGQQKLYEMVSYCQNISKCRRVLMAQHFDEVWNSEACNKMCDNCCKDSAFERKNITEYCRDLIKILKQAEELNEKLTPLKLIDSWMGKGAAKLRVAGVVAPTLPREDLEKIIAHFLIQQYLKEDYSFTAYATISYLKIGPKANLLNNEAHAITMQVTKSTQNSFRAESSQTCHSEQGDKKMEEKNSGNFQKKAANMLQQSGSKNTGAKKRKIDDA
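50 nM RECQ1T1 preincubated 15 min with compound in Tris pH 8.0 buffer with MgCl2, DTT, Tween-20 and 2.5 ug/ml poly(dI-dC); started with 200 nM TAMRA/BHQ-2 forked duplex and 2 mM ATP. Unwinding read as fluorescence (525/598 nm), two reads 2 h apart.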
Lamin A splicing: modulators of lamin A splicing; 200,000 compounds, 0.01% hits; HeLa LMNA splicing GFP/RFP minigene ratio, 48 h; Potency, µM (highest dose often 46.1 µM), for the others: at the top dose ratio change, negative = inhibition, most hits filed as inhibitors; active = well fitted inhibition curve with a large enough effect in the signal ratio, with a control signal flat, not every such curve was filed as active; inconclusive = small, poorly fitted or top-dose-only effect, or effect the other way, or a change in a side signal; the % refers to the signal ratio; note: % is set by controls: 0 for no effect and ±100 for the full control effect
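S3 HeLa stable clones carrying a lamin A-EGFP splicing minigene plus DsRed2 were seeded at 600 cells/well in Opti-MEM with 2% FBS, pin-dosed and incubated 48 h at 37°C. Acumen cytometry (488 nm) gave the GFP/RFP total-intensity ratio.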
SMN2 splice up: SMN2 splice variant enhancement. HEK293 SMN2-luciferase splicing reporter, luminescence, 30-36 h. Potency, µM (top dose mostly 46.1 µM), inactives show at the highest dose activity change, positive = activation, hits mostly activators. AID 1458. 210,000 compounds, 2.8% hits; note: % of control where 0% means no effect; nearly all actives have a fitted effect of over 55% in size
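qHTS luciferase splicing reporter: luminescence rises when SMN2 exon 7 is included in transfected HEK293 cells. Compound exposure lasted 30-36 h at 37C, with 4.5 mM final sodium butyrate as control, followed by a ONE-Glo read.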
JMJD2E inh: blocks human JMJD2E demethylase activity | B2RXH2 | Potency, µM (highest dose often 57.1 µM), without a hit: top-dose activity change, negative = inhibition, most hits filed as inhibitors | AID 2147 | 230,000 compounds, 1.6% hits | JMJD2E catalytic domain, FDH-coupled NADH fluorescence (FDH is formaldehyde dehydrogenase); active = well fitted inhibition curve with a large enough effect, not every such curve was filed as active; inconclusive = small, poorly fitted or top-dose-only effect, or another doubt; inactive = no such curve, though single readings can be large or run the other way;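 note: 0% = wells with enzyme and -100% = buffer wells without enzyme; nearly all actives have a fitted effect of over 50% in size; many of its hits are not listed in these tables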
Target sequence (B2RXH2 1-337 limits assumed): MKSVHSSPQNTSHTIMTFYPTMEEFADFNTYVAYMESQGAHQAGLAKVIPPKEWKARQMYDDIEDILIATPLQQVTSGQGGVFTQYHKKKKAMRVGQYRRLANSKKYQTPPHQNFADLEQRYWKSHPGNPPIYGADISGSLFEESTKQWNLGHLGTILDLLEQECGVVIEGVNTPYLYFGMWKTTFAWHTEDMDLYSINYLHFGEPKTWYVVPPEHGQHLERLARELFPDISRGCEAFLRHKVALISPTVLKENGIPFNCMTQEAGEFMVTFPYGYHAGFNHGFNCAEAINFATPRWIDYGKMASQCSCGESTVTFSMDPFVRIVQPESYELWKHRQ
ALDH1A1 inh: blocks purified human ALDH1A1 activity. P00352. Purified ALDH1A1, NADH fluorescence, propionaldehyde substrate. Potency, µM (titrated, usually from 75.3 µM), inactives show at the highest dose activity, negative = inhibition, usual class: inhibitors. 220,000 compounds, 7.3% hits. AID 1030; active = well fitted inhibition curve with a large enough effect, not every such curve was filed as active; inconclusive = small, poorly fitted or top-dose-only effect, or another doubt; inactive = no such curve, though single readings can be large or run the other way;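 note: plate controls were no enzyme wells and a reference inhibitor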
L3MBTL1 block: inhibitors of human L3MBTL1; Q9Y468; AID 485360; 230,000 compounds, 0.66% hits; AlphaScreen L3MBTL1–H3K9me1 peptide binding; Potency, µM (titrated, usually from 57.1 µM), for inactives: at the highest dose activity, negative = inhibition, usual class: inhibitors; note: % is set by controls: 0 for no effect and ±100 for the full control effect; nearly all actives have a fitted effect of over 60% in size
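Read-out is AlphaScreen signal from streptavidin donor and nickel chelate acceptor beads (10 ug/mL final each) bridging L3MBTL1 (50 nM) and biotinylated K9-monomethylated H3(1-15) peptide (75 nM), after 30 min compound exposure at room temperature.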
Tau fibril ThT: blocks human tau fibril formation measured by thioflavin T | Potency, µM (top dose mostly 57.4 µM), for inactives: at the top dose activity, negative = inhibition, hits mostly inhibitors | recombinant tau K18 P301L (four-repeat tau fragment), heparin-induced fibrillization, ThT fluorescence | P10636 | 270,000 compounds, 2.1% hits; note: % is set by controls: 0 for no effect and ±100 for the full control effect; nearly all actives have a fitted effect of over 55% in size
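K18 P301L tau (15 uM + 0.24 uM Alexa 594-tagged), heparin 20 uM, NaOAc pH 7, 6 h 37 C; ThT 30 uM, 1 h RT, ex 450/em 510 nm.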
KinaseGlo FLuc: Kinase-Glo luciferase inhibition (counter-screen) | Q27757 | Kinase-Glo luciferase, ATP luminescence, 8 min | Potency, µM (titrated, usually from 38.3 µM), for the others: top-dose activity change, negative = inhibition, usual class: inhibitors | 200,000 compounds, 0.28% hits | AID 1379; note: % is set by controls: 0 for no effect and ±100 for the full control effect; nearly all actives have a fitted effect of over 60% in size
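Inhibition of Kinase-Glo luciferase light generation was assessed at 10 uM ATP in pH 7.2 imidazole buffer, with luminescence measured after eight minutes at ambient temperature.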
* hit, by the source's call; i = inactive; ? = inconclusive; · = no result given; & = joins results of further samples; [ ] = remark or other dose. Unless noted, calls come from the whole dose curve; as a rule, active = well fitted curve in the direction sought with a large enough effect; inconclusive = small, poorly fitted or top-dose-only effect, or another doubt; inactive = no such curve, though single readings can be large; an effect the other way counts as inactive or inconclusive. Potency is the fitted concentration of half-maximal effect. The list is partial; rates above refer to the full screens.

Compound | Lamin A splicing | L3MBTL1 block | ALDH1A1 inh | SMN2 splice up | Tau fibril ThT | JMJD2E inh | KinaseGlo FLuc | RECQ1 inh
Nc1nc2n(n1)C(c1ccco1)CC(c1ccc(Cl)c(Cl)c1)N2 (configuration not stated) | -4% | -12% | ? | -14% | -15% | ? | -2% | -4%
Cc1ccc(-c2nnn(CC(=O)N3CCCc4ccccc43)n2)cc1 | 3% | -3% | 4% | -13% | -15% | 6% | 7% | -17%
O=C(CC1S/C(=N/N=C/c2ccco2)NC1=O)Nc1ccccc1 (configuration not stated) | ? | · | 0% | 8% | -15% | -23% | 2% | -13%
Cn1nc(-c2ccc(Cl)cc2)c2cc(C(=O)NCCCN3CCCC3)sc21 | ? | · | ? | 18% | 7% | ? | -2% | 14%
Cc1ccc2c(c1)C1C=CCC1C(C(=O)O)N2 (configuration not stated) | -10% | 3.2µM* | ? | -7% | 14µM* | ? | -12% | 8.9µM*
CCC(C)(C)NC(=O)c1ccc(S(=O)(=O)N2CCCCCC2)cc1 | · | 4% | -5% | 4% | -4% | 2% | 0% | i
O=C(CN1CCOCC1)N1CCCc2ccccc21 | · | 0% | 7.9µM* | -17% | 6% | -1% | 1% | i
O=C1/C(=C2/NCCN2C2CC(=O)N(c3ccccc3)C2=O)CC/C1=C\c1ccccc1 (configuration not stated) | · | -32% | -2% | 12% | 0% | 0% | 0% | i
C[n+]1c(/C=C/c2ccc3c(c2)OCO3)ccc2ccccc21 | · | · | ? | -95%[inhibitor] | ? | ? | -26% | 12%
O=C(CN1C(=O)c2ccccc2C1=O)Nc1ccccc1C(=O)NC1CCCCC1 | -8% | · | 5% | ? | -13% | -5% | -4% | -6%
Cc1ccc(S(=O)(=O)N2CCN(CC(O)c3ccccc3)CC2)cc1 (configuration not stated) | 17%[46 µM] | 12% | 1% | -4% | 3% | 13% | -1% | 0%
C=C(C)CC1(NC(C)c2ccccc2)CCCCC1 (configuration not stated) | -1% | 20% | 7% | -3% | 0% | 4% | -4% | i
c1cncc(-c2nc(Oc3ccc(-c4nnco4)cc3)c3c4c(sc3n2)CCCC4)c1 | ? | 4% | -7% | -6% | -8% | -6% | -3% | -7%
O=C(NCCC1=CCCCC1)c1ccc(CN2CCOCC2)cc1 | ? | 6% | ? | 13µM* | -9% | 2% | -4% | 0%
CS(=O)(=O)N(CC(=O)N1CCCC1)c1ccc(OCc2ccccc2)cc1 | ? | 1% | -7% | -33%[inhibitor] | 0% | -3% | 0% | -12%
Cc1ccc(C)c(C(=O)CC2(O)C(=O)Nc3ccccc32)c1 (configuration not stated) | 6% | -14% | 0% | -11% | -7% | 0% | 0% | -3%
COC(=O)C1=C(C)NC(=O)/C1=C\c1cc(C)n(-c2ccccc2F)c1C | 23%[46 µM] | -10% | 16µM* | 25µM* | ? | ? | 1% | i
CCn1c(N2CCN(S(=O)(=O)c3ccc(F)cc3)CC2)nc2ccccc21 | · | 10% | -3% | -19% | -7% | -1% | -2% | i
CN(C(=O)Nc1ccc(Cl)cc1Cl)[C@H]1c2cc(Br)ccc2OC[C@H]1CO | -1% | 1% | ? | -17% | ? | 1% | 0% | 0%
CC1CCCC(C)N1/N=C/c1ccc(N(C)C)cc1 (configuration not stated) | -12%[46 µM] | -13% | 4µM* | 17% | -5% | -27% | 5% | -8%

Some of these compounds in order of the Tau fibril ThT value, smallest number first:
structure	Tau fibril ThT
CCn1c(N2CCN(S(=O)(=O)c3ccc(F)cc3)CC2)nc2ccccc21	-7%
CC1CCCC(C)N1/N=C/c1ccc(N(C)C)cc1 (configuration not stated)	-5%
O=C1/C(=C2/NCCN2C2CC(=O)N(c3ccccc3)C2=O)CC/C1=C\c1ccccc1 (configuration not stated)	0%

More results follow.
Compound | Lamin A splicing | L3MBTL1 block | ALDH1A1 inh | SMN2 splice up | Tau fibril ThT | JMJD2E inh | KinaseGlo FLuc | RECQ1 inh
COc1ccc(-c2nc3c(c(SCC(=O)N4CCOCC4)n2)COC(C)(C)C3)cc1 | 9% | -10% | 2% | -8% | -2% | 2% | -3% | -1%
COc1ccc(-c2nc(NC(=O)c3ccc(OCC(=O)Nc4ccc(F)cc4)c(OC)c3)sc2C)cc1 | -7% | 2% | ? | -8% | -12% | ? | -1% | -13%
CCOc1ccc(Nc2nc(CC(=O)OC)cc(=O)[nH]2)cc1 | -1% | 4% | 2% | 23% | -2% | 13% | 0% | -16%
COc1ccc(-c2nnc(SCC(N)=O)n2N)cc1 | 12% | 4% | -14% | 26% | -5% | 2% | -8% | -2%
Brc1ccc(Oc2nsnc2N2CCOCC2)cc1 | 16% | -12% | 4% | 2% | 8% | -3% | 0% | i
COc1ccc(NC(=O)Cn2c(C)cc(=O)c3ccccc32)cc1 | ? | 3% | 4% | -86%[inhibitor] | -13% | 4% | 13% | -8%
Cc1ccc2c(c1)NC(=O)C(CC(=O)NCCCN1CCc3ccccc3C1)O2 (configuration not stated) | -1% | · | ? | -34% | ? | -20% | 1% | -8%
O=C(CSc1nc2ncccc2[nH]1)NCCc1ccccc1 | · | 9% | 10% | · | -4% | -10% | · | i
O=C(NC(=S)NCc1cccnc1)c1cccc2ccccc12 | 21%[46 µM] | -4% | -11% | -6% | -1% | 8% | 0% | i
CCOc1ccc(NC(=O)C2CCCN(S(=O)(=O)c3c(C)n[nH]c3C)C2)cc1 (configuration not stated) | · | -1% | ? | · | 7% | 9% | · | i
CCOC(=O)N1CCC(NC(=O)CNS(=O)(=O)c2ccc(Br)s2)CC1 | -3% | -4% | -6% | -4% | -8% | 2% | 0% | 0%
CCO/C=C1\SC(=S)N(c2ccc(Cl)cc2)C1=O | · | -19% | · | · | ? | 1% | · | ?
COCCNC(=O)c1ccc(C(=O)C(=O)c2ccccc2)cc1 | 0% | 8% | -13% | 5% | 1% | -6% | -1% | -4%
COc1ccc(OC)c(-n2c(=S)[nH]c3cc(C(=O)N4CCCCC4)ccc3c2=O)c1 | · | -16% | -2% | 3% | -6% | -3% | -4% | -3%
CCC(=O)Nc1nnc(/C=C/c2ccc(OC)cc2)s1 | · | -3% | ? | · | ? | ? | · | -2%
NS(=O)(=O)c1ccc(NC(=S)NC(=O)C2CCCCC2)cc1 | · | -1% | ? | -4% | -4% | 0% | 3% | -2%
Cn1ccnc1SCC(=O)Nc1nc2c(F)c(F)c(F)cc2s1 | · | 23% | 1% | 10% | 0% | -8% | 0% | -1%
Cc1cccc(C(=O)N2CCN(Cc3ccc4c(c3)OCO4)CC2)c1 | -20% | -4% | 4% | -17% | -6% | 9% | -1% | -3%
Cc1ccc(C)c(S(=O)(=O)NCCOC(=O)Nc2sc(=S)n(C)c2C)c1 | -5% | · | ? | -8% | -15% | -11% | 0% | -18%
C=CCOc1ccccc1CNCc1cccnc1 | 5% | · | 2% | 14% | -9% | 2% | -3% | i

Next section.
Compound | Lamin A splicing | L3MBTL1 block | ALDH1A1 inh | SMN2 splice up | Tau fibril ThT | JMJD2E inh | KinaseGlo FLuc | RECQ1 inh
CCC(=O)Nc1ccc2c(c1)C(=O)N(C)C2=O | 0% | · | ? | 2% | -5% | ? | 1% | 3%
CC(=O)c1ccc(N2CCN(CCC#N)CC2)c(F)c1 | -2% | 2% | 2% | -7% | ? | 7% | 3% | -4%
Cc1nn2c(-c3ccncc3)ccnc2c1Br | ? | 9% | -1% | 4% | -9% | 10% | -2% | -13%
O=C(Cc1cccs1)NNC(=S)NC(=O)c1ccccc1 | ? | 10% | ? | -28% | -10% | ? | -1% | -9%
Cc1cccc(NC(=O)C2CCCN2S(=O)(=O)c2ccc3c(c2)n(C)c(=O)c(=O)n3C)c1 (configuration not stated) | 3% | 4% | -11% | -1%&-1% | -3%&-7% | ? | 0% | -13%
CCCN1CCC(N2CCCC(C(=O)O)C2)CC1 (configuration not stated) | · | · | -3% | -53%[inhibitor] | -5% | 2% | 0% | -8%
C=CC(=O)N=c1sc2ccccc2n1-c1ccccc1 | · | -1% | 0.22µM* | 13% | -9% | -23% | 5% | -7%
CN(C)CCNC(=O)c1cc(Br)ccc1Cl | 4% | 1% | 8% | -2% | -1% | 7% | 3% | -16%
CCOc1ccc(N=C2NC(=O)S/C2=C\c2ccc(O)cc2)cc1 | 7% | 2% | -2% | 8% | 3.5µM* | ? | -1% | -12%
CC(=O)Nc1cccc(-n2nnc(SCC(=O)Nc3ccccc3)n2)c1 | · | 1% | ? | · | -10% | 1% | · | i
CCN1CCN(C(=S)c2ccc(Br)cc2)CC1 | 15% | 3% | -1% | -2% | -2% | 2% | -3% | -1%
CCCCCC1CCC(C(=O)NNC(=S)NCC)CC1 (configuration not stated) | 1% | 4% | -1% | -28% | -23% | -2% | 0% | 0%
CC(C)CCOc1ncnc2c1sc1nc3c(cc12)CSC(C)(C)C3 | -7% | 0% | 1.1µM* | -53%[inhibitor] | ? | 12% | -3% | 2%
O=C(NCCN1CCC(Cc2ccccc2)CC1)C1CCCN(S(=O)(=O)c2cnc[nH]2)C1 (configuration not stated) | 3% | · | 12% | -13% | -6% | -9% | 16% | -2%
C=CCNC(=O)/C(=C\c1ccc2c(c1)OCO2)NC(=O)c1ccc(Br)cc1 | -3% | 1% | 35%[activator] | 5% | -3% | -7% | -2% | -14%
COCCN(CC(=O)NCc1ccc(F)cc1)C(=O)CCC(=O)Nc1nccs1 | -6% | · | 8% | 1% | 1% | 5% | -1% | 11%
COc1ccccc1NC(=O)N(Cc1ccco1)Cc1cc2c(C)ccc(C)c2[nH]c1=O | -18% | -15% | 18µM* | -11% | ? | ? | 1% | -7%
CC1CCN(C(=O)Nc2ccc3nsnc3c2)CC1 | 11% | 5% | ? | 13% | ? | ? | -4% | i
Cc1cc(C(C)(C)C)cc(C)c1COC(=O)C1CCC(=O)N1 (configuration not stated) | ? | -1% | -8% | -8% | -5% | 1% | -4% | -1%

Screens from PubChem.
